Screening data as filed in PubChem BioAssay.
Neddylation inh = blocks human cullin neddylation; P61081+Q13564; TR-FRET cullin neddylation, biochemical; calls only at 25 µM; hit rate 0.58% among 360,000; in the data active means inhibition above about 36%
CSN inh = blocks human CSN-mediated cullin deneddylation; hit rate 0.38% among 360,000; Purified CSN, SCF-Nedd8-OG deneddylation, fluorescence polarization; Q92905; inhibition, % at 12.5 µM; AID 651999;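 active means pattern-corrected inhibition above about 35%, with an unprinted fluorescence ratio check between 0.5 and 1.5, limit read from the data, passing the limit was not always enough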;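 further: 0% = enzyme with substrate and 100% = substrate without enzyme; some results filed as inactive read as strong as hits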
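Assay system: purified human Csn5 enzyme expressed in HEK293T cells; Input: 0.24 nM Csn5 enzyme, final concentration; Reagent: 10 nM SCFSkp2-Nedd8OG; Compound dosing: 12.5 µM single point; Times: reaction 90 min, room temperature; Technique: fluorescence polarization readout.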
MsrA act = activators of bovine methionine sulfoxide reductase A | hit rate 0.3% among 360,000 | activation, % at 10.6 µM | purified bovine MsrA, absorbance read-out; in the data active means activation above about 7.5%;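 further: 0% = vehicle and 100% = reference activator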
MsrA inh = bovine MsrA inhibition; hit rate 0.75% among 360,000; purified bovine MsrA, absorbance read-out; AID 651718; inhibition, % at 15.5 µM; in the data active means inhibition above about 4.5%;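 further: 0% = vehicle wells with enzyme and 100% = reference inhibitor wells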
PABP1 MLLE inh = inhibitors of microRNA-mediated deadenylation, human PABP1 MLLE binding; P11940; GST-MLLE / FITC-PAM2 fluorescence polarization; inhibition, % at 20 µM; hit rate 0.36% among 360,000; in the data active means inhibition above about 35%, passing the limit was not always enough;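 further: plate controls were DMSO wells with GST-MLLE for no effect and wells lacking GST-MLLE protein for full effect; some results filed as inactive read as strong as hits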
TbMetRS inhib = blocks T. brucei methionyl-tRNA synthetase activity | purified T. brucei MetRS, ATP depletion, Kinase-Glo luminescence | inhibition, % at 11.9 µM | hit rate 0.4% among 360,000;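 active means inhibition above a per-plate cutoff of the control wells' mean inhibition plus 3 SD, cut at about 5.5% in these data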;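 further: 0% = DMSO wells median and 100% = median of wells with control inhibitor compound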
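Dosing: 11.9 µM single point; system: parasite MetRS enzyme; technique: luminescence of leftover ATP; times: 15 min enzyme-compound preincubation, 2 h reaction, 10 min detection, 25 °C; replicates: each compound tested once; read-out basis: percent inhibition relative to median high and low control wells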
FAS-TE inh = FAS thioesterase (human) inhibition. P49327. recombinant FAS-TE, OMFH fluorogenic substrate, fluorescence endpoint. inhibition, % at 15 µM. hit rate 0.67% among 360,000;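 active means compounds whose normalised, plate-corrected inhibition of enzyme fluorescence in the single-dose primary screen is 50% or more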;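 further: 0% = DMSO with enzyme and 100% = substrate without enzyme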
eLon inh = inhibits E. coli Lon protease; P0A9M0; purified E. coli Lon protease, fluorescence polarization; hit rate 0.42% among 360,000; inhibition, % at 7.94 µM; in the data active means inhibition above about 13%, passing the limit was not always enough;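 further: 0% = enzyme with probe and DMSO and 100% = no enzyme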
Rin1 Abl inh = human Rin1-Abl interaction inhibition; P00519+Q13671; AID 588664; TR-FRET Rin1/Abl binding, biochemical; inhibition, % at 7.35 µM; hit rate 0.4% among 360,000; in the data active means inhibition above about 5%, passing the limit was not always enough
Target sequence (P00519 whole entry, looked up): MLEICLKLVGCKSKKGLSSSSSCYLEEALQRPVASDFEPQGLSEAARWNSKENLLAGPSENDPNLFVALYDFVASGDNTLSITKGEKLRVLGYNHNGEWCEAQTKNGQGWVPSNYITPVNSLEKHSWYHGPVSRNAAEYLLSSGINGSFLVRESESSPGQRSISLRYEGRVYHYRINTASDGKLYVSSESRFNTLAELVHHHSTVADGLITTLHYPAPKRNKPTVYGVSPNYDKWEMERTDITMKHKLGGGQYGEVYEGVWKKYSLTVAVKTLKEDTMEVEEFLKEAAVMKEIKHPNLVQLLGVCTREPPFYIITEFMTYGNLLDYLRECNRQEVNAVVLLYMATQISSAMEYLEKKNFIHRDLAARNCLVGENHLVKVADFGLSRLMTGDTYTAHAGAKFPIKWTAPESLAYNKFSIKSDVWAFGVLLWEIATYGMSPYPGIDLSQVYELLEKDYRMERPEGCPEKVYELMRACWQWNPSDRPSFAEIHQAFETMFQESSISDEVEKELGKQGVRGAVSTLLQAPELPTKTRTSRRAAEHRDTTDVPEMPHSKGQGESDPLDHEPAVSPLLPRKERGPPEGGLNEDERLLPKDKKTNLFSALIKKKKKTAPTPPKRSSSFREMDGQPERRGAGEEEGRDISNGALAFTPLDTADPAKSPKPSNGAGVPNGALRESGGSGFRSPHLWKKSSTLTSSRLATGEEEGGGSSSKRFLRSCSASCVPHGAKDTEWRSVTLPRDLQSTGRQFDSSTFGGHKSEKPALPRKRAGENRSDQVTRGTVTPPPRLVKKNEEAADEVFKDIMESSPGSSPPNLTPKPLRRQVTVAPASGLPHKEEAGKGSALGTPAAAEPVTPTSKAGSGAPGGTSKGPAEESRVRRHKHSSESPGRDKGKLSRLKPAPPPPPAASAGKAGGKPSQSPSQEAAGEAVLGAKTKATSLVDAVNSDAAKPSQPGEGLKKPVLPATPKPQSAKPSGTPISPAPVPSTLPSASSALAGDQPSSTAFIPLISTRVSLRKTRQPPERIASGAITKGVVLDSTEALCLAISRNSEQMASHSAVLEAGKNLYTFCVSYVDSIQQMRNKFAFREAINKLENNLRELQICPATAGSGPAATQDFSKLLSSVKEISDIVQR
Target sequence (Q13671 whole entry, looked up): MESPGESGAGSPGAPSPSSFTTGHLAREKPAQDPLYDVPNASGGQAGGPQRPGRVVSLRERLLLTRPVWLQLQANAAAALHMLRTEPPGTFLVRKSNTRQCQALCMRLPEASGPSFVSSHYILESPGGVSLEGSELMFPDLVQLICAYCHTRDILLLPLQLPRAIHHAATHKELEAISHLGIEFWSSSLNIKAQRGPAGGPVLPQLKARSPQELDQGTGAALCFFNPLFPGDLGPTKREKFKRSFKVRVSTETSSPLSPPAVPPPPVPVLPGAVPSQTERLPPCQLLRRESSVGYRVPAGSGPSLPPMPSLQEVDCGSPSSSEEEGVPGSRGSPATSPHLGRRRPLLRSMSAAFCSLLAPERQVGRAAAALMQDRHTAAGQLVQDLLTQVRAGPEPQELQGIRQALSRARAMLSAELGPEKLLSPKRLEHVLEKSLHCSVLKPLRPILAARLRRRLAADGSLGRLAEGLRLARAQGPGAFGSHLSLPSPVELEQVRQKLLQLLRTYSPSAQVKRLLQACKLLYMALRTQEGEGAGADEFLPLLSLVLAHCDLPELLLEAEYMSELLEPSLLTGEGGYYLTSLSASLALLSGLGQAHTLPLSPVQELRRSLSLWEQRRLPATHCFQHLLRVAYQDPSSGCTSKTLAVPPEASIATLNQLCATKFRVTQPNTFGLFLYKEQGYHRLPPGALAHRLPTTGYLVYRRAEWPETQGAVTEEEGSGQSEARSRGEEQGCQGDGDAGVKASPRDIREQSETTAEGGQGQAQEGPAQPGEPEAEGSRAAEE
The depositor's hits bear a star; i = inactive; nt = not tested or not shown.

SMILES | Neddylation inh | CSN inh | MsrA act | MsrA inh | PABP1 MLLE inh | TbMetRS inhib | FAS-TE inh | eLon inh | Rin1 Abl inh
CCN(CC(=O)Nc1cccc(OC)c1)C(=O)c1cccc(S(=O)(=O)N2CCc3ccccc32)c1 | i | 3 | -2 | -0.8 | -6 | -0.1 | 21 | -3 | -1
COc1ccc(-n2cnnc2SCC(=O)N(C)C2CCS(=O)(=O)C2)cc1 (centres undefined) | nt | 0 | -2 | 0.8 | 1 | -1.0 | 6 | 1 | -5
CC1=C(CC(=O)O)c2cc(F)ccc2/C1=C\c1ccc(S(C)=O)cc1 (centres undefined) | i | -1 | -8 | 1.7 | -11 | -1.9 | 2 | 8 | -2
CCOC(=O)c1c(CSC(=N)N)n(C)c2cc(Br)c(OC(C)=O)cc12 | i | 3 | -2 | 0.3 | 4 | -0.4 | -107 | 6 | 0
O=C(Nc1ccc(OC(F)(F)F)cc1)c1cccc(-n2cnnn2)c1 | i | -1 | -1 | 1.5 | -16 | -0.4 | 56* | 1 | -3
CN(c1ccccc1C(=O)NCC1CCCO1)S(C)(=O)=O (centres undefined) | i | 4 | -1 | 0.6 | 6 | -0.2 | -6 | 9 | 1
COc1ccc(/C(C)=N\Nc2nc(-c3ccc(Cl)cc3)cc(C(F)(F)F)n2)cc1OC | i | 3 | -1 | 0.9 | 15 | -0.2 | 20 | 1 | -3
CCOc1ccc(S(=O)(=O)NCc2ccccc2OC)cc1 | i | 3 | -15 | -1.1 | 17 | -1.5 | -4 | -7 | -1
CCOc1ccc(C(F)(F)F)cc1NC(=O)c1ccc(OC)c([N+](=O)[O-])c1 | i | -3 | 1 | -0.1 | -5 | -0.1 | 37 | -5 | -2
CN(Cc1nc2ccccc2c(=O)[nH]1)C(=O)c1cc(-c2ccc(Br)cc2)nc2ccccc12 | i | 6 | -3 | 0.2 | 8 | -0.2 | 1 | 1 | -6
CCCCN(C=O)c1c(CC)nc2ccc(C(=O)N(CC)CCN(C)C)cn12 | i | 0 | -6 | -0.6 | 7 | -0.3 | -8 | 12 | -2
CCOc1ccc(CN2CCNC(=O)C2CC(=O)NCCCn2ccnc2)cc1 (centres undefined) | i | -4 | -2 | 1.3 | 12 | -0.5 | -6 | 2 | -2
Brc1ccc2ncc3ccccc3c2c1 | i | 1 | -10 | 0.4 | -7 | 0.3 | 4 | -3 | -7
COc1ccc(N2CCN(C(=O)CCC(=O)N3CC(C)Oc4ccc(C)cc43)CC2)cc1 (centres undefined) | i | 4 | -1 | -0.9 | -1 | -0.8 | 12 | -7 | -6
COC(=O)c1cn(NC(=O)CC2CCCCC2)c(=O)c2ccccc12 | i | 2 | -3 | -0.1 | 1 | -0.2 | 4 | -12 | 1
N#CCCSC(=S)C1CCCC1=N (centres undefined) | i | 3 | -3 | -0.4 | 35 | -0.2 | -4 | 6 | -2
COc1ccc(CCNC(=O)CCn2c(SCC#N)nc3ccccc3c2=O)cc1OC | i | 0 | -5 | 0.1 | 9 | -0.8 | -5 | -11 | 5
NC(=O)CSc1nnc(-c2cnccn2)n1Cc1ccco1 | i | 5 | -3 | -1.8 | -41 | -0.4 | -7 | 3 | 1
O=C(CSc1nc(Nc2ccccc2)nc(N2CCOCC2)n1)Nc1ccc([N+](=O)[O-])cc1 | i | -2 | -4 | 0.2 | 10 | -0.1 | 43 | 1 | 3
COc1ccc(Cl)cc1N(C(C)C(=O)O)S(C)(=O)=O (centres undefined) | i | -23 | -4 | -0.6 | 3 | -0.2 | -2 | 0 | 2
ClCC1CN(Cc2ccccc2Cl)CCO1 (centres undefined) | i | -4 | -3 | -0.3 | -3 | -0.8 | -4 | 7 | 3
NC(=O)C12C(=O)NC(=O)C1(C(=O)O)C21CCCC1 (centres undefined) | i | 0 | -3 | 0.2 | -2 | -0.2 | -3 | -4 | 1
CCOc1cc2[nH]c(=O)n(CCc3ccc(OC)c(OC)c3)c(=O)c2cc1OCC | i | 2 | -4 | 0.9 | 4 | -0.9 | -16 | 3 | 3
O=C(NCCSc1ccccc1)c1cccnc1 | i | 0 | -6 | -0.1 | 6 | -0.4 | -8 | 4 | 3
O=C(c1cccc(Cl)c1)c1nn(-c2ccccc2)c(=O)cc1C(F)(F)F | i | -1 | -1 | -0.4 | -6 | -1.4 | 20 | 12 | -4
COC(=O)c1ccc(C(=O)OC)c(NC(=O)CN(c2ccccc2)S(=O)(=O)N(C)C)c1 | i | -8 | -10 | 2.4 | 0 | -1.6 | 14 | 0 | -2
COc1ccc(Nc2ncnc3scc(-c4ccc(OC)cc4)c23)cc1 | i | -4 | -1 | -1.4 | 5 | -0.8 | 37 | -2 | 4
Cc1ccc(S(=O)(=O)CCC(=O)c2cccc([N+](=O)[O-])c2)cc1 | i | 1 | -8 | 0.3 | 21 | -0.4 | -7 | -5 | 1
C=CCn1c(SCc2nc3ccccc3[nH]2)nnc1-c1cccc(OC)c1 | i | -3 | 1 | 0.1 | -68 | 4.5 | -7 | -9 | 1
Cc1ccc(C(=O)NCCc2nnc3ccc(SCC(=O)Nc4ccccc4C)nn23)cc1 | i | 2 | 0 | 0.3 | 10 | -0.5 | -13 | -3 | -1
O=C(OCC(=O)c1ccc(Cl)cc1Cl)c1cnccn1 | i | 0 | -3 | -0.9 | -3 | -0.7 | -4 | 8 | -1
O=C(O)c1ccc(CSc2ncnc3c2cnn3Cc2ccccc2)cc1 | i | -3 | -1 | -0.5 | 4 | 0.5 | -54 | 2 | -2
COc1ccc(CCNC(=O)CCC(=O)N2CC(C)Oc3ccccc32)cc1OC (centres undefined) | i | 4 | -7 | -0.4 | 0 | -1.7 | -5 | 11 | -3
C=CCOc1ccccc1CN1CCC(n2nccc2NC(=O)c2ccccc2)CC1 | i | 2 | 1 | -0.8 | 3 | 0.0 | -2 | -1 | 3
CCc1nnc(NC(=O)CN2C(=O)CCC2=O)s1 | i | -13 | -8 | 0.5 | 1 | -0.1 | -10 | 0 | 1
CCCCc1c(-c2ccccc2OC)ncn1CCc1cccc(F)c1 | i | 5 | -7 | 1.3 | nt | -1.3 | 4 | 0 | nt
COc1cc(C(=O)N/N=C/c2coc3ccc(Cl)cc3c2=O)ccc1O | i | 0 | -1 | -0.5 | 15 | -0.5 | 59* | -14 | -1
CCc1nnc(NS(=O)(=O)c2ccc(NC(=O)c3cccc(OC)c3)cc2)s1 | i | 3 | -4 | -0.2 | -10 | -0.3 | -5 | 0 | 1
COc1ccccc1N(C(=O)Cn1nnc2ccccc21)C(C(=O)NCc1ccco1)c1ccc(C)o1 (centres undefined) | i | 5 | -2 | -0.4 | 1 | -1.1 | 3 | 1 | 2
COc1cc(F)ccc1-c1csc(C(NC(C)=O)c2ccc(F)c(F)c2)n1 (centres undefined) | i | 4 | 1 | 0.7 | -7 | 0.0 | 14 | -5 | -1

Reformatted tab-delimited: 5 of the compounds above.
Compound	Neddylation inh	CSN inh	MsrA act	MsrA inh	PABP1 MLLE inh	TbMetRS inhib	FAS-TE inh	eLon inh	Rin1 Abl inh
CCc1nnc(NC(=O)CN2C(=O)CCC2=O)s1	i	-13	-8	0.5	1	-0.1	-10	0	1
CCCCc1c(-c2ccccc2OC)ncn1CCc1cccc(F)c1	i	5	-7	1.3	nt	-1.3	4	0	nt
COc1cc(C(=O)N/N=C/c2coc3ccc(Cl)cc3c2=O)ccc1O	i	0	-1	-0.5	15	-0.5	59*	-14	-1
CCc1nnc(NS(=O)(=O)c2ccc(NC(=O)c3cccc(OC)c3)cc2)s1	i	3	-4	-0.2	-10	-0.3	-5	0	1
COc1ccccc1N(C(=O)Cn1nnc2ccccc21)C(C(=O)NCc1ccco1)c1ccc(C)o1 (centres undefined)	i	5	-2	-0.4	1	-1.1	3	1	2

(next part)
SMILES | Neddylation inh | CSN inh | MsrA act | MsrA inh | PABP1 MLLE inh | TbMetRS inhib | FAS-TE inh | eLon inh | Rin1 Abl inh
COc1ccc(N2C(=O)CSC2c2ccc([N+](=O)[O-])cc2)cc1 (centres undefined) | i | 2 | -1 | -0.2 | 8 | -0.6 | -3 | -2 | 1
CCc1nnc(SCCSc2nnc(CC)n2N)n1N | i | 6 | -12 | 0.8 | -1 | -0.3 | -6 | -6 | 3
O=[N+]([O-])c1cccc(S(=O)(=O)N2CCCCCC2)c1 | i | -10 | -2 | -0.8 | -4 | 0.0 | 0 | -3 | -2
COCCNC(=O)C(=O)N/N=C(\C)CC(=O)Nc1cccc(C(F)(F)F)c1 | i | 2 | -5 | 1.0 | -17 | -0.2 | -5 | -4 | -1
COc1ccc(C(=O)N/C(=C/c2cccs2)C(=O)NN)cc1OC | i | -2 | -2 | 0.4 | 7 | 0.0 | -3 | -4 | -2
CC(=O)N1CCCc2cc(S(=O)(=O)Nc3ccccc3C)ccc21 | i | 2 | 1 | -0.7 | -6 | -0.2 | -12 | -10 | 5
CN(C)c1ccc(C2NC(=O)c3ccccc3N2)cc1 (centres undefined) | i | 1 | -1 | 1.1 | -1 | 0.4 | -2 | -5 | -1
COc1cc(OC)cc(-c2cc3nc(C)c(CCC(=O)NCc4ccccc4)c(C)n3n2)c1 | nt | -3 | -1 | 3.0 | -9 | -0.8 | 6 | -11 | -4
Cc1ccc(-c2csc(N(CCCN(C)C)C(=O)c3ccco3)n2)cc1 | i | -2 | -1 | 0.0 | 10 | -0.5 | -7 | 7 | -5
COC(=O)c1[nH]c2ccc(Cl)cc2c1NC(=O)C1CC1 | i | -3 | -10 | 0.4 | -6 | -0.9 | -2 | -9 | -1
CCn1c(=O)c2sccc2n(Cc2ccccc2)c1=O | i | 0 | -2 | nt | -1 | 0.2 | 0 | -4 | -5
O=S(=O)(c1ccc2[nH]c3c(c2c1)CCCC3)N1CCCCC1 | i | 2 | -2 | -0.2 | -4 | 2.5 | 17 | -5 | 3
Cc1nc(SCC(=O)NCCN2C(=O)CSC2=O)nc(C)c1C | i | 0 | -6 | -0.5 | 4 | -0.5 | 0 | 12 | 1
CC1(C)Cc2ccccc2C(=NC(Cc2ccccc2)C(=O)O)N1 (centres undefined) | i | -5 | -4 | 0.3 | -4 | -1.2 | -5 | -8 | 0
COc1ccccc1N1CCN(C(=O)c2ccc3c(=O)n4c(nc3c2)CCCCC4)CC1 | i | -3 | -1 | 1.4 | 18 | -0.1 | 14 | 6 | 8
O=C(CN1CCOCC1)Nc1ccc(N2CCN(c3ccccc3)CC2)c(F)c1 | i | -4 | 0 | -0.7 | -8 | -0.9 | 1 | -5 | -1
CC(=O)CCc1c(C)nc2ccc(C)cc2c1Cl | i | -5 | -3 | 0.0 | 12 | 0.1 | -3 | -3 | -3
CC(C)CCOP(=O)(c1ccccc1)c1ccccc1 | i | -5 | -8 | -0.3 | -18 | -1.1 | -5 | 12 | 5
O=C(Nc1ccccc1OC(F)F)c1ccc(S(=O)(=O)N2CCOCC2)cc1 | i | 2 | -3 | -0.8 | -17 | -0.5 | -4 | 0 | -1
Cc1cc(OCc2nn[nH]n2)c2c(C)c(Cc3ccccc3)c(=O)oc2c1 | nt | 5 | -3 | 2.5 | 0 | -0.5 | 6 | 0 | 2
CN1C(=O)N(c2ccc(Cl)cc2)C(C)(O)CC1(C)C (centres undefined) | i | -3 | -13 | 0.2 | -6 | -1.0 | -8 | 10 | 0
Clc1ccc(CNCc2cccs2)c(Cl)c1 | i | 3 | -1 | -0.5 | 1 | 0.7 | 2 | 6 | 0
CCc1nnc(NC(=O)Nc2ccccc2OC)s1 | i | 4 | -1 | -0.4 | -3 | -0.2 | -6 | 1 | 1
CNC(=O)N(O)C1N(NC(=O)Nc2cccc3ccccc23)C(=S)SC1(C)C (centres undefined) | i | -12 | -8 | -1.0 | -2 | -0.4 | -20 | 7 | -1

Rows are unselected; any-hit rate near 4%.
